Screening results deposited in PubChem BioAssay by National Center for Advancing Translational Sciences (NCATS).
TGFb inhibitor = inhibitors of TGF-b signaling | HepG2 CAGA-GFP TGF-b/SMAD3 reporter, GFP fluorescence, 18 h; TGF-beta stimulated, 500 pg/mL final | Potency, µM (titrated, usually from 46.1 µM), for the others: at the highest dose activity, negative = inhibition, hits mostly inhibitors | 410,000 tested, 1.2% active; further: on the % scale 0 is the no-effect control and ±100 the full control effect; nearly all actives have a fitted effect of over 65% in size
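Smad-responsive CAGA-GFP expression was quantified in HEPG2 cells exposed to compounds and 500 pg/mL final TGF-beta for 18 h at 37 degrees C; unstimulated wells defined full inhibition.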
A549 tox = counter-screen for Nrf2 inhibitors: cytotoxicity in A549 cells; AID 504648; 390,000 tested, 0.16% active; Potency, µM (titrated, usually from 46 µM), for the others: top-dose activity change, negative = cytotoxicity, actives largely listed as inhibitors; A549 ARE-Fluc cells, CellTiter-Fluor viability, 18-24 h; further: on the % scale 0 is the no-effect control and ±100 the full control effect
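A549 ARE-Fluc cells in 5% FBS OPTI-MEM, 5000 cells/well, rested 2 h then exposed to compounds in concentration-response for 18-24 h at 37 °C. Viability by CellTiter-Fluor fluorescence (Ex 405/Em 525) after 30 min; luciferase luminescence (BugLite, 15 min, RT) read afterwards.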
Nrf2 block = blocks Nrf2 signaling. A549 ARE-Fluc reporter, luciferase luminescence, 18-24 h. Potency, µM (highest dose often 46 µM), inactives show top-dose activity change, negative = inhibition, usual class: inhibitors. 360,000 tested, 2.1% active; further: on the % scale 0 is the no-effect control and ±100 the full control effect; nearly all actives have a fitted effect of over 60% in size
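Cells were seeded and rested 2 h, then exposed to compounds for 18-24 h. CellTiter-Fluor was read first as a viability measure. BugLite was added 15 min before the final luminescent read of ARE-luciferase activity in A549 cells.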
MCF10A rereplic = inducers of DNA re-replication in MCF 10A breast cells; Potency, µM (highest dose often 46.1 µM), without a hit: at the top dose activity, positive = re-replication, actives largely listed as activators; MCF 10A DNA re-replication, Hoechst nuclear intensity, 48 h; 350,000 tested, 2.9% active; further: % of control where 0% means no effect; nearly all actives have a fitted effect of over 50% in size
HepG2 tox = counter-screen for TGF-b inhibitors: cytotoxicity in HepG2 cells; HepG2 CAGA-GFP viability, ATP luminescence, 18 h; Potency, µM (series often up to 46.1 µM), for inactives: at the highest dose activity change, negative = cytotoxicity, most hits filed as cytotoxic; 410,000 tested, 0.76% active; further: some results filed as inactive show a strong effect at the top dose
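CellTiter-Glo luminescence gave cytotoxicity after 18 hours at 37 degrees C. The cells were HepG2 CAGA-GFP in 1% FBS DMEM, stimulated with 500 pg/mL TGF-beta after compound addition. %Activity was normalised to no-cell wells (complete cell-killing) and DMSO (no toxicity), and curves were fitted and classified.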
S2 tox = reduces viability in counter-screen for ATXN expression inhibitors | S2 cells (HEK-293 line with an ATXN2-luciferase reporter) viability, CellTiter-Fluor protease fluorescence, 24 h | 400,000 tested, 0.49% active | Potency, µM (series often up to 56.7 µM), most hits filed as cytotoxic; further: nearly all actives have a fitted effect of over 40% in size
ATXN2 expr inh = reduces ATXN2 reporter expression in HEK-293 cells | HEK-293 ATXN2-luciferase reporter, luminescence, 24 h | 360,000 tested, 0.72% active | AID 1745845 | Potency, µM (doses to about 57 µM), for the others: top-dose activity change, negative = inhibition, usual class: inhibitors; further: on the % scale 0 is the no-effect control and ±100 the full control effect; nearly all actives have a fitted effect of over 55% in size
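ATXN2-luciferase reporter cells (luciferase flanked by upstream and downstream ATXN2 gene portions) were treated 24 h at 37 °C with compounds at up to 57 uM. SteadyGlo luminescence gave expression; GF-AFC fluorescence gave viability.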
Nrf2 ARE act = activators of Nrf2 (ARE) signaling. AREc32 ARE-luciferase reporter (MCF7-derived line), luminescence, 24 h. Potency, µM (highest dose often 46.1 µM), for the others: top-dose activation, actives largely listed as activators. 410,000 tested, 0.31% active. AID 624171; further: % of control where 0% means no effect; nearly all actives have a fitted effect of over 65% in size
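AREc32 cells carrying an ARE-driven firefly luciferase, 1000 cells/well in OPTI-MEM with 5% FBS, dosed after overnight attachment and incubated 24 hr at 37 deg C. Steady-Glo luminescence read after 30 min at RT.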
EPAC2 antagonist = blocks human EPAC2 exchange factor; Q8WZA2; EPAC2 GEF exchange of Rap1B-BODIPY-GDP, fluorescence; AID 720708; Potency, µM (top dose mostly 114 µM), for inactives: top-dose activity, negative = inhibition, actives largely listed as inhibitors; 360,000 tested, 0.18% active; further: on the % scale 0 is the no-effect control and ±100 the full control effect; nearly all actives have a fitted effect of over 45% in size; many of its hits are not listed in these tables
Target sequence (Q8WZA2 whole entry, looked up): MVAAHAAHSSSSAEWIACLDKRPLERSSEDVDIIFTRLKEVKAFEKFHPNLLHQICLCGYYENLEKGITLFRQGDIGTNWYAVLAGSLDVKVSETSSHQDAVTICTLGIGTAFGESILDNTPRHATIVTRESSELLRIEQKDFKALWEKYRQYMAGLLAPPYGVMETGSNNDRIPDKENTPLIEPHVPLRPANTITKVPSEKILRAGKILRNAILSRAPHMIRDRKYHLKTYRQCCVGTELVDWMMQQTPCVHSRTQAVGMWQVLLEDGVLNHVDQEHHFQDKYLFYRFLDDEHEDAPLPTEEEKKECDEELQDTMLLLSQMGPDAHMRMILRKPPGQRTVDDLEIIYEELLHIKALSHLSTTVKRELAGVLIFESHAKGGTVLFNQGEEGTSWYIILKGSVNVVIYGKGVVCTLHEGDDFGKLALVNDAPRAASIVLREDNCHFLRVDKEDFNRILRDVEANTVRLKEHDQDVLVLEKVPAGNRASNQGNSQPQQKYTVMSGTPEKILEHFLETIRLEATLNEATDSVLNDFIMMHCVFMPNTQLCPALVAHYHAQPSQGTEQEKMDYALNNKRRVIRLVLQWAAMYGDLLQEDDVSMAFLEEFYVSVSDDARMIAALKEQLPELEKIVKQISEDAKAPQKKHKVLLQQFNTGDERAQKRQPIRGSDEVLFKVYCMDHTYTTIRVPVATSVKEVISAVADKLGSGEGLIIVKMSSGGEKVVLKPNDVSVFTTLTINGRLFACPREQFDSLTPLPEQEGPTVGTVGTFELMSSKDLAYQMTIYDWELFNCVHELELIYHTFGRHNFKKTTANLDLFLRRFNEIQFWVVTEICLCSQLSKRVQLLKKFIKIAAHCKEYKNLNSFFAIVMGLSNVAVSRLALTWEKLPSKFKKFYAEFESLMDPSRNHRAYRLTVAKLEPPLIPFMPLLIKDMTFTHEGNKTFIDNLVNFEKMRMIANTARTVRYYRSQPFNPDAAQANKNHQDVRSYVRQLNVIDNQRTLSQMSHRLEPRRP
An asterisk follows results filed as active; i = inactive; ? = inconclusive; . = not tested or not shown. The call rests on the fitted dose curve; in most records, active means well fitted curve in the direction sought with a large enough effect; inconclusive means small, poorly fitted or top-dose-only effect, or another doubt; inactive means no such curve, though single readings can be large; an effect the other way counts as inactive or inconclusive. Potency means the concentration at half of the fitted maximal effect. A portion of the library; rates above refer to the full screens.

Labels used below – A = TGFb inhibitor; B = A549 tox; C = Nrf2 block; D = MCF10A rereplic; E = HepG2 tox; F = S2 tox; G = ATXN2 expr inh; H = Nrf2 ARE act; I = EPAC2 antagonist
O=C(Nc1ccccn1)c1ccccc1
  A: -16.8% | B: 1.6% | C: ? | D: -27.3% | E: -19.9% | F: i | G: 8.8% | H: 10.1% | I: 0.2%

CCOc1ccc(CNC(=O)C2CCCN(S(=O)(=O)N3CC(C)CC(C)C3)C2)cc1OC (configuration not stated)
  A: 0.0% | B: -6.1% | C: -18.1% | D: 0.3% | E: -0.2% | F: i | G: 0.9% | H: 1.8% | I: 28.2%

Cc1oc(-c2ccc(Cl)cc2)nc1Cn1c(=O)cc(-c2ccccc2)c2c(C)nn(C)c21
  A: -24.1% | B: 5.0% | C: 24.0% | D: . | E: -18.6% | F: i | G: 7.3% | H: 1.1% | I: .

CN1CCN(c2nc(-c3ccccc3)ncc2S(=O)(=O)c2ccccc2)CC1
  A: -19.7% | B: 0.9% | C: -15.1% | D: -0.5% | E: -16.1% | F: i | G: -14.7% | H: 5.0% | I: -6.1%

Cc1ccc(CSCC(=O)N2CCN(Cc3ccc4c(c3)OCO4)CC2)cc1
  A: -7.6% | B: 5.0% | C: 5.7% | D: ? | E: -22.1% | F: i | G: -4.5% | H: 0.3% | I: -1.8%

O=C(CN1C(=O)C2CC=CCC2C1=O)OCC(=O)c1ccc(Cl)c([N+](=O)[O-])c1 (configuration not stated)
  A: 0.6% | B: -9.2% | C: 12.6% | D: 23.1µM* | E: -3.8% | F: i | G: -9.8% | H: 28.9% | I: 9.1%

COCCNC(=O)CSc1nc2cc3c(cc2c(=O)n1CCCCCC(=O)NCCc1ccc(OC)c(OC)c1)OCO3
  A: -1.3% | B: 0.3% | C: . | D: . | E: -2.7% | F: . | G: . | H: -0.6% | I: .

CCOc1ccc(C(C(=O)NCC2CCCO2)N(Cc2cccc(OC)c2)C(=O)c2snc(C(N)=O)c2N)cc1 (configuration not stated)
  A: -0.7% | B: -13.8% | C: ? | D: 1.1% | E: -13.8% | F: i | G: -15.1% | H: -0.3% | I: -17.0%

CCN(CC)CCCCCC(=O)Nc1ccccc1C(=O)Nc1ccccc1
  A: 19.8% | B: -14.5% | C: -19.1% | D: 0.3% | E: 0.1% | F: i | G: 3.9% | H: 0.1% | I: 4.0%

FC(F)(F)c1cc(-c2cccs2)nc2cc(-c3cccs3)nn12
  A: ? | B: ? | C: 4.7% | D: ? | E: -7.2% | F: . | G: . | H: ? | I: -6.9%

O=C(NNC(=S)Nc1ccc(F)c(Cl)c1)C1CC1
  A: 0.0% | B: 7.2% | C: 13.2% | D: ? | E: 5.8% | F: i | G: -15.5% | H: 0.1% | I: 10.4%

CC(=O)Nc1cccc(NC(=O)CSc2nc3c(c(=O)n(C)c(=O)n3C)n2C)c1
  A: 20.0% | B: -11.8% | C: 1.3% | D: -3.9% | E: 2.7% | F: i | G: 5.5% | H: 2.3% | I: -12.2%

CN(CC(=O)Nc1c(Cl)cccc1Cl)C(=O)C1CCN(C(=O)Nc2ccccc2)CC1
  A: 0.0% | B: -1.1% | C: 3.0% | D: -0.3% | E: 4.0% | F: i | G: -4.2% | H: 0.2% | I: 8.8%

CC(C)(C)c1nnc2sc(SCC(=O)c3cccs3)nn2c1=O
  A: -29.3% | B: -0.9% | C: . | D: ? | E: -29.5% | F: i | G: -10.5% | H: ? | I: 12.0%

O=C1CCCN1c1nccs1
  A: 6.4% | B: -6.1% | C: 5.7% | D: 0.7% | E: -11.6% | F: i | G: -4.0% | H: -2.2% | I: -3.6%

Single records, as listed above:
Shown for `O=C1CCCN1c1nccs1` : TGFb inhibitor: 6.4%; A549 tox: -6.1%; Nrf2 block: 5.7%; MCF10A rereplic: 0.7%; HepG2 tox: -11.6%; S2 tox: i; ATXN2 expr inh: -4.0%; Nrf2 ARE act: -2.2%; EPAC2 antagonist: -3.6%
Shown for `CN(CC(=O)Nc1c(Cl)cccc1Cl)C(=O)C1CCN(C(=O)Nc2ccccc2)CC1` : TGFb inhibitor: 0.0%; A549 tox: -1.1%; Nrf2 block: 3.0%; MCF10A rereplic: -0.3%; HepG2 tox: 4.0%; S2 tox: i; ATXN2 expr inh: -4.2%; Nrf2 ARE act: 0.2%; EPAC2 antagonist: 8.8%

(list continues)
Labels used below – A = TGFb inhibitor; B = A549 tox; C = Nrf2 block; D = MCF10A rereplic; E = HepG2 tox; F = S2 tox; G = ATXN2 expr inh; H = Nrf2 ARE act; I = EPAC2 antagonist
Cc1cc(C(=O)NCc2cccs2)n(-c2ccccc2)n1
  A: 22.0% | B: 2.8% | C: -6.7% | D: -0.6% | E: 5.5% | F: i | G: -4.0% | H: 0.2% | I: 5.1%

CC1(C)Cc2nc3oc4c(SCC(N)=O)ncnc4c3cc2CO1
  A: 7.8% | B: -5.1% | C: ? | D: 3.2% | E: -48.8% | F: i | G: 0.4% | H: -0.4% | I: 3.5%

Cc1c(Cl)cccc1N(CC(=O)O)S(C)(=O)=O
  A: 0.0% | B: 9.0% | C: -13.0% | D: -16.2% | E: -0.4% | F: i | G: -3.0% | H: -0.7% | I: -0.6%

O=C(O)C1CC=CC2CCN(C3CCCCC3)C(=O)C21 (configuration not stated)
  A: -5.8% | B: -2.7% | C: -1.4% | D: . | E: -8.3% | F: . | G: . | H: . | I: .

CN(C)CCCNCCCNC(=O)/C(=N\O)c1ccccc1
  A: 22.0% | B: 0.0% | C: -6.5% | D: 0.0% | E: -1.7% | F: i | G: -22.4% | H: 0.0% | I: -3.0%

COc1cc(OC)cc(C(=O)Nn2cc(C(=O)N3CCN(C)CC3)c3ccccc3c2=O)c1
  A: ? | B: 0.3% | C: 7.6% | D: -21.9% | E: 1.9% | F: i | G: 3.0% | H: -0.4% | I: 10.6%

COc1cccc(CNC(=O)CSC2=Nc3ccccc3C3=NC(C)C(=O)N23)c1OC (configuration not stated)
  A: 3.4% | B: -4.4% | C: . | D: . | E: 8.6% | F: i | G: -2.1% | H: -0.5% | I: .

O=C(C[C@@H]1C/C=C\CC[C@H](Cc2ccc(F)cc2)C(=O)OC[C@@H](Cc2ccccc2)NC1=O)NCCO
  A: -1.4% | B: -2.4% | C: 1.7% | D: -6.2% | E: 4.3% | F: i | G: 11.1% | H: -0.3% | I: 6.2%

COc1ccc(CN2C(=O)C(CC(=O)NCCN3CCOCC3)CC(C(=O)N(C)C)=C2C)cc1 (configuration not stated)
  A: 8.1% | B: . | C: . | D: . | E: -4.6% | F: i | G: 1.5% | H: -0.4% | I: 4.0%

O=C(Nc1ccccc1C(=O)N1CCCC1)C1COc2ccccc2O1 (configuration not stated)
  A: -1.9% | B: -1.2% | C: -4.2% | D: 20.4% | E: 14.5% | F: i | G: -6.6% | H: -0.3% | I: 0.9%

CCC(CC)C(=O)N1c2ccc(F)cc2CCC1C (configuration not stated)
  A: 3.6% | B: 2.9% | C: -15.2% | D: 2.9% | E: -12.0% | F: i | G: -9.3% | H: 0.2% | I: -0.4%

CN1C=CC(C(C(N)=O)c2ccccc2)c2ccccc21 (configuration not stated)
  A: -0.4% | B: . | C: . | D: . | E: 1.4% | F: ? | G: . | H: -0.5% | I: 5.0%

By substructure: those above with an aryl methoxy group
Labels used below – A = TGFb inhibitor; B = A549 tox; C = Nrf2 block; D = MCF10A rereplic; E = HepG2 tox; F = S2 tox; G = ATXN2 expr inh; H = Nrf2 ARE act; I = EPAC2 antagonist
CCOc1ccc(CNC(=O)C2CCCN(S(=O)(=O)N3CC(C)CC(C)C3)C2)cc1OC (configuration not stated)
  A: 0.0% | B: -6.1% | C: -18.1% | D: 0.3% | E: -0.2% | F: i | G: 0.9% | H: 1.8% | I: 28.2%

COCCNC(=O)CSc1nc2cc3c(cc2c(=O)n1CCCCCC(=O)NCCc1ccc(OC)c(OC)c1)OCO3
  A: -1.3% | B: 0.3% | C: . | D: . | E: -2.7% | F: . | G: . | H: -0.6% | I: .

CCOc1ccc(C(C(=O)NCC2CCCO2)N(Cc2cccc(OC)c2)C(=O)c2snc(C(N)=O)c2N)cc1 (configuration not stated)
  A: -0.7% | B: -13.8% | C: ? | D: 1.1% | E: -13.8% | F: i | G: -15.1% | H: -0.3% | I: -17.0%

COc1cc(OC)cc(C(=O)Nn2cc(C(=O)N3CCN(C)CC3)c3ccccc3c2=O)c1
  A: ? | B: 0.3% | C: 7.6% | D: -21.9% | E: 1.9% | F: i | G: 3.0% | H: -0.4% | I: 10.6%

COc1cccc(CNC(=O)CSC2=Nc3ccccc3C3=NC(C)C(=O)N23)c1OC (configuration not stated)
  A: 3.4% | B: -4.4% | C: . | D: . | E: 8.6% | F: i | G: -2.1% | H: -0.5% | I: .

COc1ccc(CN2C(=O)C(CC(=O)NCCN3CCOCC3)CC(C(=O)N(C)C)=C2C)cc1 (configuration not stated)
  A: 8.1% | B: . | C: . | D: . | E: -4.6% | F: i | G: 1.5% | H: -0.4% | I: 4.0%
